Compound activity (PubChem)
Mtb RmlCD inh: M. tuberculosis RmlC/RmlD inhibition | P9WH09+P9WH11 | RmlC+RmlD coupled enzyme assay, percent inhibition; primary screen in compound mixtures | inhibition, % at 3.6 µM | 0.03% of 160,000 active | AID 1533; in the data active means inhibition mostly above about 34%, no sharp cut-off; inconclusive means no clear call, values can overlap the other calls; inactive means mostly below about 22%; further: some results filed as inactive read as strong as hits
Target sequence (P9WH09 whole entry, looked up): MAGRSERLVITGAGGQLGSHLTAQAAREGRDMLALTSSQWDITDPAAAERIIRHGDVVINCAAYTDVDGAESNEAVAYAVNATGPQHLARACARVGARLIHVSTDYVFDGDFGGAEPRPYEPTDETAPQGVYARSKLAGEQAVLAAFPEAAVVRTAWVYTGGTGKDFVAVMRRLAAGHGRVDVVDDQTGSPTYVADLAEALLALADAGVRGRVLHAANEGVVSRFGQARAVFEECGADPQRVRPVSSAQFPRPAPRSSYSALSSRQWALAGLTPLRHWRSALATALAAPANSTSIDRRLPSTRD
Target sequence (P9WH11 whole entry, looked up): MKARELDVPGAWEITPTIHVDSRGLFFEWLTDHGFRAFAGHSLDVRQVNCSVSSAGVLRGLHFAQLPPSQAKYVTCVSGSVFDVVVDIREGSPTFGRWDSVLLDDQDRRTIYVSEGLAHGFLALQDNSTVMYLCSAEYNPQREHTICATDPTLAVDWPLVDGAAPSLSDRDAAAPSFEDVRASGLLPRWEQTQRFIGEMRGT
GlmU inhibition: inhibition of mycobacterial GlmU enzyme – biochemical, glucosamine-1-phosphate acetyltransferase (AID 1376); M. tuberculosis GlmU acetyltransferase enzyme assay; higher % means a stronger effect; one-dose inhibition, %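 (tested at 30 µM in the primary screen)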; IC50 in µM for titrated hits; 0.25% of 220,000 active; in the data active means inhibition above about 13%; inconclusive means no clear call, values can overlap the other calls;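 further: 0% = complete reaction with vehicle and 100% = reaction without substrate; strong numbers were not always called active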
Starred values were filed as active, the others as inactive; ? = inconclusive; . = not tested or not shown. Not all compounds are listed (hit frequency here may not be typical).

| canonical_smiles | Mtb RmlCD inh | GlmU inhibition |
| --- | --- | --- |
| NC(=O)c1ccc(NC(=O)COC(=O)CCCN2C(=O)c3cccc4cccc(c34)C2=O)cc1 | . | 0.7% |
| O=C(Nc1ccccc1Cl)C1C2CCC3C(CCC21)C3(Cl)Cl (configuration not stated) | -5 | -1.2% |
| CC(=O)OCc1cc2cccc(C)c2[nH]c1=O | . | -1.5% |
| CCOC(=O)C1CCCN(C(=O)/C=C/c2ccccc2[N+](=O)[O-])C1 (configuration not stated) | -9 | 6.7% |
| O=C(C(Cc1ccccc1)NS(=O)(=O)c1cccc2nsnc12)N1CCC2(CC1)OCCO2 (configuration not stated) | . | 5.6% |
| COc1ccc(Cl)cc1NC(=O)CS(=O)(=O)c1cccc2nsnc12 | . | 2.9% |
| COc1ccc([C@@]2(O)c3c(ccc(CC=C(C)C)c3O)NC(=O)[C@@H]2OC)cc1 | . | -0.5% |
| Cc1ccc(O)c(NC(=S)NC(=O)/C=C/c2ccco2)c1 | -5 | -0.2% |
| O=C1OCCN1C(=O)[C@H]1[C@H](c2ccc([N+](=O)[O-])cc2)C(c2cccc(Cl)c2)=NN1c1ccccc1 | . | 0.4% |
| CCCc1c(C)nc(SCC(=O)C(C)(C)C)nc1OC(=O)N(C)C | 4 | -3.2% |
| CC(C)c1ccc2[nH]c(O)c(N=NC(=O)c3cccc(S(=O)(=O)Nc4ccc(Cl)cc4)c3)c2c1 | . | 5.2% |
| C/C=C/c1ccc(OCC(=O)OCc2csc(Nc3ccc(C)cc3)n2)c(OC)c1 | -9 | -2.4% |
| C#CCn1c(=NC(=O)CN2C(=O)CCC2=O)sc2cc(S(N)(=O)=O)ccc21 | -7 | 9.8% |
| COc1ccc(-c2cc(C(=O)Nc3cc(C)n(Cc4ccc(Cl)cc4)n3)no2)cc1OC | 14 | -0.9% |
| Cc1cccc(C)c1NC(=O)COC(=O)c1ccccc1[N+](=O)[O-] | 5 | 1.2% |
| COc1ccc(C(=O)N2CCC(C(=O)Nc3ccccc3OC)CC2)cc1 | -11 | -4.1% |
| Cc1ccc(CN2CCN(Cc3ccccn3)CC2CCO)cc1 (configuration not stated) | -11 | 2.0% |
| CCCN1CCC(=O)N([C@H](CSc2ccc(OC)cc2)Cc2ccccc2)CC1 | . | -0.2% |
| CC1(OC(=O)c2ccc(Cl)nc2)C(=O)C=C2C=C(C3CC3)OC=C2C1=O (configuration not stated) | . | 5.5% |
| Cc1ccc(NP(=O)(c2ccc(N(C)C)cc2NC(=O)c2cccs2)N2CCOCC2)cc1Cl (configuration not stated) | 15 | -0.2% |
| CCOC(=O)c1[nH]c(C)c(C(=O)NCC2CCCO2)c1C (configuration not stated) | -3 | 5.9% |
| Cc1c(N=c2c(=O)c3ccccc3c2=O)c(=O)n(-c2ccccc2)n1C | . | -4.5% |
| CCC(CC)n1[nH]c(=O)c2c(C)cc(C)nc21 | 8 | -0.5% |
| COc1ccc(C(=O)C2CCCN(C(=O)c3cnsn3)C2)c(C)c1 (configuration not stated) | 2 | 1.8% |
| CSc1cccc(CN2CCN(Cc3ccc(F)c(F)c3)C(CCO)C2)c1 (configuration not stated) | -12 | -0.4% |
| O=C(Oc1ccc2ccc(O)cc2c1)C1CCCCC1 | . | 1.0% |
| COc1cccc(NC(=O)NCc2ccc(F)cc2)c1 | -2 | -3.5% |
| COC(=O)C(NS(=O)(=O)c1ccc(F)cc1)c1ccccc1 (configuration not stated) | -8 | 3.4% |
| COc1ccc(S(=O)(=O)N2CCC(C(=O)NCCc3ccccc3)CC2)cc1OC | . | -5.5% |
| O=C(/C=C/c1ccccc1)c1cc(Br)ccc(=O)c1O | -6 | 4.6% |
| O=C1CCN(C(=O)c2cccs2)c2ccccc21 | 30 | 3.4% |
| COc1ccc(CC(=O)Nc2ccc(S(=O)(=O)Nc3ncccn3)cc2)cc1 | -9 | 2.2% |
| Cc1sc2nc(SCC(=O)OC(C)C)n(C)c(=O)c2c1C | -7 | 18% |
| O=C(OCCN1C(=O)c2ccccc2C1=O)c1cnccn1 | 4 | -4.2% |
| CCn1nnnc1SCC(=O)Nc1ccc2c(c1)OCCO2 | . | 2.5% |
| Cc1cccc(NC(=O)CSc2nnc([C@@H]3CCCN3C(=O)OC(C)(C)C)o2)c1C | 7 | 1.7% |
| CCOC(=O)c1c(NC(=O)Cn2ccsc2=N)sc(C)c1C | 3 | -4.0% |
| C=Cn1c(C(=O)O)cc(CC)c1-c1ccccc1 | 10 | 2.7% |
| O=C(COC(=O)Cn1cnc2ccccc2c1=O)NCC12CC3CC(CC(C3)C1)C2 | -11 | 0.3% |
| CCOC(=O)c1sc2nc(C)n(N)c(=O)c2c1C | 5 | -1.5% |
| CC(=O)N(C)c1nnc(-c2cnccn2)s1 | 5 | . |
| Cc1cccc(-c2nnc(SCCC(=O)N3CCOCC3)o2)c1 | -10 | -3.1% |
| CC(C)c1ccccc1NC(=S)NCCCn1ccnc1 | 5 | 8.0% |
| COc1cc(Cl)c(S(=O)(=O)NCCN2CCOCC2)cc1Cl | -6 | 2.1% |
| CSc1ccccc1C(=O)Nc1cccc(C)c1 | 1 | 2.0% |
| CC(C)CN1CCC(CNC(=O)CCc2nnc(Cc3c[nH]c4ccccc34)o2)CC1 | 7 | 0.6% |
| O=C(Nc1ccc(O)c(C(=O)O)c1)Oc1ccccc1 | . | -2.4% |
| COc1cc(Cl)ccc1NC(=S)N(CCCN1CCOCC1)Cc1cn(C)c2ccccc12 | . | 0.9% |
| O=C(NCCc1ccc(Cl)cc1)C1CCN(S(=O)(=O)N2CCC3(CC2)OCCO3)CC1 | -1 | -4.7% |
| CC(C)(O)C#Cc1ccc(CN2CCN(C3CCCCC3)C(CCO)C2)cc1 (configuration not stated) | . | 1.3% |
| COc1cc2c(cc1OC)CN(C(=S)NC(=O)c1ccccc1)CC2 | 14 | -6.5% |
| CCCCN(CCCC)C1=Nc2ccccc2N/C1=C(/C#N)C(=O)OCC | 6 | -2.1% |
| O=C(CSc1nc2c(cnn2-c2ccc(F)cc2)c(=O)[nH]1)N1CCOCC1 | -3 | 6.5% |
| O=C(Cc1cccc2ccccc12)NN1C(=O)CSC1=S | -9 | 4.4% |
| O=C(NC1CCCCC1)c1nc2c(nnn2Cc2ccccc2Cl)c(=O)[nH]1 | 8 | 5.1% |
| CCOc1ccc(S(=O)(=O)NCCC(=O)OCC(=O)Nc2cc(C)on2)cc1 | . | -0.4% |
| O=C1C[C@@H](c2ccc(O)cc2)Oc2cc(O)cc(O)c21 | . | 0.1% |
| O=C1C(=O)N(c2cccc(Cl)c2)C(c2ccccc2[N+](=O)[O-])/C1=C(\O)c1ccccc1 (configuration not stated) | ? | 4.4% |
| CCOC(=O)c1cc2[nH]c3ccccc3c2[n+](-c2ccc([N+](=O)[O-])cc2)c1C | -9 | 5.8% |
| O=C(Nc1ccccc1F)NC1CCN(Cc2nnnn2Cc2ccc(F)cc2)CC1 | -1 | 4.3% |

Additional records.
SMILES,Mtb RmlCD inh,GlmU inhibition
CC(C)(C)c1cc([N+](=O)[O-])cc(C(C)(C)C)c1O,-8,.
O=C(NCCc1ccccc1)C1CCN(C(=O)c2sccc2-n2cccc2)CC1,9,-0.1%
COc1ccc(OC)c(S(=O)(=O)N(C)CC(=O)Nc2ccc3c(c2)OCCO3)c1,9,9.9%
COc1ccc(S(=O)(=O)N2CCN=C2SCc2cccnc2)cc1,-71,-5.4%
COc1ccc(CCNC(=O)COc2ccc(S(=O)(=O)N3CCCC3)cc2)cc1,-13,-4.0%
CCC(C)(C(=O)NC1CCCC1)N(Cc1cccs1)C(=O)c1ccc2c(c1)OCO2 (configuration not stated),.,0.2%
N#Cc1c(N)sc(=S)c2c1CCCCC2,8,1.2%
CCOc1cc(C(=O)Nc2ccccc2N2CCOCC2)ccc1OCC(=O)N1CCCCC1,1,-5.0%
O=C(CSc1nccn1-c1cccc(Cl)c1)Nc1ccc2c(c1)OCCO2,8,2.5%
Cc1nc2c3c(sc2c(=O)[nH]1)NC(=O)CC3c1ccccc1Cl (configuration not stated),-8,-5.0%
N#CCSc1nccc(/C=C/c2ccccc2)n1,5,1.4%
Cc1coc(C)c1C(=O)CC1(O)C(=O)Nc2cc(Cl)cc(Cl)c21 (configuration not stated),-14,-3.2%
CCOC(=O)c1c(C)oc2ccc(OCc3cc(C(=O)OC)oc3C)cc12,0,-0.2%
COc1cc(NC(=O)c2cc(OC)c(OC)c(OC)c2)c(OC)cc1NC(=O)CN1CCCCC1,9,-2.9%
C/C(CCc1ccccc1)=N\NC(=O)COc1ccccc1C,3,-6.8%
O=C(CSc1nnc2scc(-c3ccccc3)n12)Nc1nsc(-c2ccc(Cl)cc2)n1,.,1.8%
Cn1c(=O)n(C)c2cc(C(=O)O)ccc21,3,.
COc1cccc(N2CC(=O)N(NC(=O)CSc3nc(C)cc(C)c3C#N)CC2=O)c1,10,6.0%
COc1ccc(C2CCCN2C(=S)Nc2ccc(C)cc2C)cc1OC (configuration not stated),7,-1.6%
Cc1ccc(C)c(NC(=O)CCn2cnnn2)c1,8,7.1%

A section taken from the entries so far, as a working copy:
SMILES,Mtb RmlCD inh,GlmU inhibition
Cn1c(=O)n(C)c2cc(C(=O)O)ccc21,3,.
COc1cccc(N2CC(=O)N(NC(=O)CSc3nc(C)cc(C)c3C#N)CC2=O)c1,10,6.0%
COc1ccc(C2CCCN2C(=S)Nc2ccc(C)cc2C)cc1OC (configuration not stated),7,-1.6%
Cc1ccc(C)c(NC(=O)CCn2cnnn2)c1,8,7.1%

Following part.
SMILES,Mtb RmlCD inh,GlmU inhibition
C=CCN1C(c2ccccc2)=CS/C1=C(\C#N)c1nnc2n1CCCCC2,-7,0.2%
Cc1ccc(NC(=O)CSc2ccc(-c3ccccn3)nn2)cc1,-5,1.3%
CCCC[n+]1ccn(-c2nc3ccccc3nc2[N-]S(=O)(=O)c2ccc(C)cc2)c1,-9,-0.7%
Cc1ccc([N+](=O)[O-])cc1N=C(c1ccc([N+](=O)[O-])cc1)N1CCOCC1,2,-1.2%
Cc1ccccc1NC(=O)c1cc(N)ccc1N1CCCCC1,.,-3.6%
CC(C)C(NC(=O)OCc1ccccc1)C(=O)OCC(=O)N1C(C)CCCC1C (configuration not stated),10,-2.0%
COc1ccc(CCNC(=O)C2CC(=O)N(C3CCCC3)C2)cc1OC (configuration not stated),-4,1.8%
CC(=O)Nc1ccc(-n2c(C)nc(=O)c(-c3ccccc3)c2C)cc1,.,3.9%
COc1ccc(NC(=O)COC(=O)Cc2ccccc2[N+](=O)[O-])cc1OC,-3,3.0%
CC1CCC(C(C)C)C(OC(=O)COC(=O)c2cccn2C)C1 (configuration not stated),.,-0.4%
CCn1c(CNC(=O)c2cccs2)n[nH]c1=S,3,3.0%
CCOC(=O)N1CCN(C(=O)COc2ccc(S(=O)(=O)NC(C)C)cc2)CC1,.,2.1%
Cc1nc(C2CC(=O)OC23CCCCC3)cs1 (configuration not stated),.,4.2%
FC(F)(F)c1cc(-c2ccc(Cl)cc2)nc2ncnn12,99,-0.3%
O=[N+]([O-])c1ccc(Oc2cnc3ccccc3n2)cc1,8,.
CCOC(=O)CC(=O)CSc1nc(N)c(C#N)c(-c2ccc(Cl)cc2)c1C#N,.,-0.9%
COc1ccccc1CSc1ncc(-c2ccc([N+](=O)[O-])cc2)[nH]1,1,-2.3%
CCn1c(O)c(C=Nc2ccccc2)sc1=O,.,-1.2%
COc1ccc(NC(=O)C2CCCN(c3cc(C)nc4ncnn34)C2)cc1 (configuration not stated),5,5.4%
O=C(N/N=C/c1c[nH]c2ccccc12)c1sc2ccccc2c1Cl,10,2.4%
Cc1csc(N/N=C/c2ccc(O)c([N+](=O)[O-])c2)n1,11,14%*
Clc1ccc(-c2cc(-c3ccccn3)on2)c(Cl)c1,-9,.
CS/C(=N\S(=O)(=O)c1cccs1)Nc1cccc(Cl)c1C,-11,-3.5%
CC(C)CC(OC(=O)c1cccs1)C(=O)NCC1CCCO1 (configuration not stated),.,-5.0%
CC1(C)CC(=O)C2=C(C1)N(C1CCCCC1)C(=O)C2(O)C(F)(F)F (configuration not stated),-12,-1.2%
CSc1nc(C)nc(C2CC2)c1C#N,-10,1.9%
N#CCC(=O)N/N=C/c1ccc(SCC(=O)Nc2ccccc2)o1,-7,-7.2%
C/C(=C\c1cc(C(=O)O)c(C)o1)CO,8,-1.4%
Cc1ccc(NC(=O)C2CCN(C(=O)NC3CCCCC3)CC2)cc1,.,0.4%
Cc1ccccc1-n1c(SCC(=O)c2c(N)n(C)c(=O)n(C)c2=O)nc2sc3c(c2c1=O)CCCC3,-4,-2.2%

Ordered by SMILES length (ascending): some entries from above.
SMILES,Mtb RmlCD inh,GlmU inhibition
CSc1nc(C)nc(C2CC2)c1C#N,-10,1.9%
C/C(=C\c1cc(C(=O)O)c(C)o1)CO,8,-1.4%
Clc1ccc(-c2cc(-c3ccccn3)on2)c(Cl)c1,-9,.
CC(C)CC(OC(=O)c1cccs1)C(=O)NCC1CCCO1 (configuration not stated),.,-5.0%
N#CCC(=O)N/N=C/c1ccc(SCC(=O)Nc2ccccc2)o1,-7,-7.2%
Cc1csc(N/N=C/c2ccc(O)c([N+](=O)[O-])c2)n1,11,14%*
CC1(C)CC(=O)C2=C(C1)N(C1CCCCC1)C(=O)C2(O)C(F)(F)F (configuration not stated),-12,-1.2%

(more compounds)
SMILES,Mtb RmlCD inh,GlmU inhibition
COc1cc(NC(=O)COC(=O)c2ccccc2F)cc(OC)c1,23,0.1%
Cc1ncc(C[n+]2csc(CCOC(=O)CC3C4CC5CC(C4)CC3C5)c2C)c(N)n1 (configuration not stated),.,-4.0%
Cc1cccc(OCCc2c(C)[nH]c(=S)[nH]c2=O)c1,5,-1.6%
COP(=O)(OC)c1nc(-c2cccc3ccccc23)oc1NCc1ccccc1,-7,-0.1%
CCCc1cc(=O)[nH]c(SCC(=O)Nc2nc(-c3ccccc3)cs2)n1,.,-1.5%
